Screening data from PubChem.
SIAH1 antagonists – Siah-1 peptide-binding antagonists, primary screen, biochemical, fluorescence polarization, rhodamine-plectin, uHTS (AID 1817) | 290,000 compounds, 0.02% hits | one-dose displacement, % at 20 µM; IC50 in µM for titrated hits | Siah-1 / rhodamine-plectin peptide fluorescence polarization; higher % means a stronger effect;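 active means displacement of at least 50% at 20 µM, with a fluorescence ratio check between 0.3 and a set limit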;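 further: plate controls were Siah plus tracer with DMSO for no effect and tracer alone without Siah for full effect; strong numbers were not always called active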
NTR1 agonist – NTR1-driven beta-arrestin-GFP spot formation – imaging, U2OS cells, high content, primary screen (AID 493036); P30989; agonist mode; 330,000 compounds, 0.17% hits; activation, % at 20 µM;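 active means activation at or above 40% of the spot to cytoplasm intensity ratio, with at least 20 cells analyzed; inconclusive means wells under 20 cells, flagged as cytotoxic or low count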;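 further: 0% = DMSO without peptide and 100% = 100 nM NTR1 peptide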
Target sequence (P30989 whole entry, looked up): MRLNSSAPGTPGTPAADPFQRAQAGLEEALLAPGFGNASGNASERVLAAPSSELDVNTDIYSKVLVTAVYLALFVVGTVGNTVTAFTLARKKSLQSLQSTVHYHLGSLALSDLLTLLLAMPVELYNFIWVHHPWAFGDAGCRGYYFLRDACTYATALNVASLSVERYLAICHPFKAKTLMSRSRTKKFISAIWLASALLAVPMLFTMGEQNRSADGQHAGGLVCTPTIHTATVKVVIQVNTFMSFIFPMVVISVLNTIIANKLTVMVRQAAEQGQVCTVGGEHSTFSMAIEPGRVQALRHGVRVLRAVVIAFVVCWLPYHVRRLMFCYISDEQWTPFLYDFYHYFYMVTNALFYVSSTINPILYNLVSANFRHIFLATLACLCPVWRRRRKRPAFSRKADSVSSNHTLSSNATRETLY
Dengue-2 NS5 capping – Dengue-2 NS5 methyltransferase inhibitors, primary screen, biochemical, confirmation dose response (AID 588689). Dengue-2 NS5 methyltransferase capping enzyme assay, biochemical; higher % means a stronger effect. inhibition, % at 25 µM, or IC50 in µM where a hit was titrated. 340,000 compounds, 0.3% hits; in the data active means a potency from the dose series; inconclusive means inhibition above about 29% without an active follow-up result
MgcRacGAP inhibition – MgcRacGAP GTPase-activating activity inhibitors, confirmation, biochemical, ADP Hunter fluorescence. 340,000 compounds, 0.6% hits. MgcRacGAP-stimulated Rac1 GTP hydrolysis, ADP Hunter fluorescence; higher % means a stronger effect; GST-tagged Rac1 F28L mutant substrate. AID 624330. one-dose inhibition, % at 30 µM; IC50 in µM for titrated hits;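 active means first-screen hits whose inhibition reached a set limit at any dose in the follow-up dose series; inconclusive means inhibition above the set first-screen limit but never retested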;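 further: fluorescence reports GDP produced by GAP-driven GTP hydrolysis; strong numbers were not always called active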
K1F lysis inhibition – inhibition of K1F phage lysis, E. coli UTI89, bacterial capsule biogenesis inhibitors, alamar blue (AID 488966); E. coli UTI89 K1F phage lysis, alamar blue, 2 h; higher % means a stronger effect; 340,000 compounds, 0.02% hits; one-dose inhibition, % at 100 µM; IC50 in µM for titrated hits;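 active means phage lysis inhibition, versus mean bacterial control, above a set limit; inconclusive means no clear call, values can overlap the other calls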;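 further: capsule biogenesis inhibitors block K1F phage lysis so surviving cells raise fluorescence; higher fluorescence means more inhibition of phage lysis; actives were called in the ten point dose series up to 300 µM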
Large T inhibition – SV40 large T antigen inhibitors, biochemical (AID 1903); SV40 large T antigen ATPase/helicase inhibition assay; higher % means a stronger effect; inhibition, % at 20 µM, or IC50 in µM where a hit was titrated; 310,000 compounds, 0.39% hits; in the data active means a potency from the dose series; inconclusive means inhibition mostly from about 32% at the one dose, without a potency; inactive means the rest, 99 in 100 with inhibition below about 32%; further: strong numbers were not always called active
West Nile virus CPE – inhibition of WNV-induced cytopathic effect – cell-based, CPE readout (AID 1621). West Nile virus-infected cells, CPE inhibition; higher % means a stronger effect. CPE inhibition, % at 10 µM; hits with a dose series show IC50 in µM. 290,000 compounds, 0.02% hits; in the data active means a potency from the dose series; inconclusive means CPE inhibition mostly from about 3.7% at the one dose, without a potency; inactive means the rest, 99 in 100 with CPE inhibition below about 2.2%; further: strong numbers were not always called active
AID2073 – inhibitors of Mint1-CaV2.2 protein interaction, biochemical, HTRF (AID 2073); HTRF protein-protein interaction, Mint1-CaV2.2; higher % means a stronger effect; inhibition, % at 20 µM, or IC50 in µM where a hit was titrated; 290,000 compounds, 0.19% hits; in the data active means inhibition mostly above about 51%, no sharp cut-off; inconclusive means no clear call, values can overlap the other calls; inactive means mostly below about 53%; further: some results filed as inactive read as strong as hits
RSV antiviral HEp-2 – RSV antiviral activity via CPE protection, HEp-2 cells, primary 10 µM value included (AID 2391); HEp-2 cells, RSV-induced CPE inhibition; higher % means a stronger effect; one-dose CPE inhibition, % at 10 µM; IC50 in µM for titrated hits; 310,000 compounds, 0.13% hits; in the data active means a potency from the dose series; inconclusive means CPE inhibition mostly from about 23% at the one dose, without a potency; inactive means the rest, 99 in 100 with CPE inhibition below about 21%; further: strong numbers were not always called active
NTR1 agonist cell count 20 µM – also measured in NTR1 agonist; calls as there; cell count; measured here: cell count, cytotoxicity flag
Dengue-2 NS5 capping pilot replicate – recorded beside Dengue-2 NS5 capping, whose call it bears; inhibition, %; measured here: pilot screen replicate inhibition
Starred values were filed as active, the others as inactive; ? = inconclusive; nt = not tested or not shown; [ ] = dose if it differs, or a comment. Outcome played no part in choosing rows; overall some 1.6% were active at least once.

SMILES	SIAH1 antagonists	NTR1 agonist	NTR1 agonist cell count 20 µM	Dengue-2 NS5 capping	MgcRacGAP inhibition	K1F lysis inhibition	Large T inhibition	West Nile virus CPE	AID2073	RSV antiviral HEp-2	others
N#CCc1ccc(Oc2ncccn2)cc1	-2%	0.8	82	-3%	12%	0.2%	1%	-0.8%	16%	0.1%
O=S(=O)(NC1CCCCC1NCc1ccco1)c1ccc(Cl)cc1 (stereo not drawn)	5%	0.6	54	-6%	1%	0.5%	1%	-0.5%	2%	-0.9%
CC(=O)Nc1ccc(NC(=O)[C@@H](NC(=O)c2cccc(C)c2)C(C)C)cc1	5%	-1.9	39	2%	2%	0.2%	5%	-0.2%	-7%	2.0%
COc1cc(S(=O)(=O)N2CCC(c3nc4ccccc4s3)CC2)ccc1S(=O)(=O)NC1CCCC1	0%	2.1	50	-2%	16%	2.5%[50 µM]	15%	-0.9%	8%	9.7%
COc1cc2c(cc1OC)-c1nnc(-c3cccs3)n1C(C)(C)C2	nt	1.6	76	-2%	-3%	0.2%	nt	0.1%	nt	1.4%
COc1cccc(NC(=O)Cn2c(SCC(=O)N3CCOCC3)nc3ccccc32)c1	5%	4.0	74	-1%	5%	6.3%	7%	0.2%	17%	0.2%
CCOC(=O)C(NC(=O)c1ccccc1)=C1C=C(C)OC(C)=C1	1%	2.5	49	-4%	10%	0.5%	23%	-0.1%	-5%	0.5%
CC(=O)c1ccc(N2CCN(c3ccnc4cc(Cl)ccc34)CC2)cc1	2%	2.6	36	1%	1%	-0.6%	3%	-1.0%	10%	1.4%
CCn1c(-c2ccccc2SC)n[nH]c1=S	6%	-1.4	28	-13%	-3%	0.7%	6%	0.3%	8%	1.6%
COC(=O)c1ccc(-n2c(C)nc(=O)c(-c3ccccc3)c2C)cc1	2%	0.2	35	-1%	5%	2.2%	21%	-1.1%	-9%	0.7%
Cn1c(Cl)c(/C=N/OC(=O)C2CC2)c2ccccc21	4%	2.1	38	-10%	6%	0.1%	5%	-1.0%	11%	8.8%
CCCN1CCN(CC(=O)Nc2cc(OCC)ccc2OCC)CC1	7%	-0.7	108	-1%	28%	0.1%	5%	-1.1%	-6%	0.1%
CCOc1ccc(NC(=O)c2ccc(NCC(=O)N3CCCCCC3)cc2)cc1	-5%	0.5	47	-5%	4%	0.9%	10%	-1.0%	5%	4.1%
O=C(Nc1nc2ccccc2s1)c1ccccc1[N+](=O)[O-]	-1%	0.4	64	-14%	-5%	0.1%	8%	-0.8%	2%	4.0%
CC(=O)N(CCc1ccccc1C)Cc1cc2cc(C)ccc2[nH]c1=O	9%	0.6	60	-14%	9%	0.1%	8%	-1.7%	0%	6.7%
O=C(NCC1OCCCN1S(=O)(=O)c1cc(F)ccc1F)C(=O)NC1CCCCC1 (stereo not drawn)	0%	-1.9	94	-2%	10%	0.0%	5%	-0.8%	-3%	0.2%
O=C(CCN1C(=O)S/C(=C\c2ccccc2)C1=O)Nc1ccc(O)cc1C(=O)O	-2%	-0.8	71	12%	16%	0.0%	14%	0.3%	13%	0.7%
c1coc(CNC2CCCCC2)c1	2%	0.4	46	0%	?	0.4%	15%	0.1%	2%	2.0%
c1ccc(CCNc2nc(-c3cccnc3)cs2)cc1	8%	1.8	52	1%	15%	0.4%	13%	-0.2%	13%	11%
O=C(Nc1nnc(C2CC2)s1)c1cc2ccccc2o1	nt	-0.2	64	-5%	8%	1.2%[50 µM]	nt	nt	nt	nt
COc1ccc(N(C)S(=O)(=O)c2ccc(Cl)c(C(=O)NNC(=O)c3ccccc3O)c2)cc1	nt	-1.5	53	4%	5%	0.2%[50 µM]	nt	nt	nt	nt
CC(=O)c1cc2c(cc1NS(=O)(=O)c1ccc(C)cc1)OCCO2	-2%	0.8	48	0%	9%	0.0%	5%	-0.1%	7%	2.2%
COc1ccccc1C1C(C(N)=O)=C(C)Nc2nc(-c3ccccc3Cl)nn21 (stereo not drawn)	1%	0.0	59	1%	3%	8.0%	11%	0.4%	-1%	-1.0%
CCN(CC)CCOC(=O)c1ccc(NC(=O)CNC(=O)c2ccccc2)cc1	-3%	2.4	51	-5%	6%	0.0%	9%	0.8%	4%	-0.5%
CCOC(=O)N1CCC(NC(=O)c2ccc3c(c2)N(CC)CCS3)CC1	nt	-1.0	100	1%	12%	0.5%	20%	-0.3%	nt	1.5%
C=CCN1C(=O)N/C(=C/c2ccc(N3CCOCC3)o2)C1=O	3%	13	68	nt	nt	nt	12%	-1.1%	55%	1.8%
COc1cc2c(cc1OC)C(=O)NCC(C)(C)O2	7%	-1.5	84	-6%	-6%	0.1%	6%	0.9%	6%	0.8%
Cc1nn(Cc2cccc(C(=O)Nc3ccn(Cc4c(F)c(F)cc(F)c4F)n3)c2)c(C)c1[N+](=O)[O-]	3%	2.3	67	-29%	5%	12%	13%	-0.5%	24%	32%
Cc1ccccc1Nc1nnc(SCC(=O)NC(=O)NCc2ccco2)s1	4%	-0.5	87	-6%	14%	0.0%	13%	nt	30%	2.1%
Cc1cccc(OCCNC(=S)NC(=O)c2cncc(Br)c2)c1	7%	-0.6	61	1%	7%	-0.1%	17%	-0.3%	?	0.3%
Cc1c[n+](CC(=O)c2ccccc2)c(C)cn1	-1%	1.5	69	-5%	16%	0.2%	7%	-0.1%	7%	1.2%	Dengue-2 NS5 capping pilot replicate=-3.0
Cc1cccc(-n2c(=O)c(C#N)cc3c(=O)n4ccccc4nc32)c1	4%	1.9	76	3%	13%	0.2%	7%	-0.6%	23%	0.2%	Dengue-2 NS5 capping pilot replicate=1.7
CCc1ccc(C(=O)COC(=O)C2=NN(c3ccccc3)C(=O)CC2)cc1	nt	0.7	47	4%	5%	-0.2%[50 µM]	nt	nt	nt	nt
Cc1nn(C)c(C)c1S(=O)(=O)NCc1cccs1	1%	-0.8	66	-8%	-5%	-0.8%	3%	0.0%	8%	2.4%
CCOC(=O)c1c(C)[nH]c(C(=O)COC(=O)CCC2CCCC2)c1C	-1%	-0.2	70	1%	0%	2.0%	7%	0.3%	4%	-1.2%
COc1ccc(CNC(=O)C(=O)NCC2CCCN2S(=O)(=O)c2cccs2)cc1 (stereo not drawn)	nt	0.1	46	-5%	6%	0.7%[50 µM]	3%	nt	nt	4.7%
CC(NS(=O)(=O)c1cccc(Cl)c1)C(=O)N(C)C1CCN(C)CC1 (stereo not drawn)	-2%	-0.3	34	-6%	3%	0.6%	-2%	0.5%	0%	-0.6%
Cc1cc(C)n(-c2nc3c(c(=O)[nH]c(=O)n3C)n2CC(O)COc2ccccc2C)n1 (stereo not drawn)	4%	-0.4	82	-7%	6%	0.1%	14%	0.0%	11%	-0.7%
O=C1c2oc3ccc(F)cc3c(=O)c2C(c2ccc(F)cc2)N1CCCN1CCOCC1 (stereo not drawn)	nt	3.1	51	-3%	2%	1.1%	nt	-0.2%	nt	0.3%
CCN(CC(=O)Nc1c(F)cccc1F)C(=O)c1cc(C)nc2ccccc12	nt	2.2	74	1%	3%	1.3%[50 µM]	10%	nt	nt	0.5%
Cc1ccc(S(=O)(=O)N2CCC(=O)N(CCOCc3ccccc3C)CC2)cc1	0%	3.6	82	6%	6%	0.6%	-2%	-0.2%	-6%	2.1%
CCOC(=O)c1cccc(C2=CC(=O)C[C@H](c3ccc(Cl)cc3)C2)c1	nt	5.8	53	-6%	3%	0.7%	nt	nt	nt	14%
CC(C)c1c(C(=O)N/N=C/c2ccco2)nnn1-c1nonc1N	-3%	-0.5	68	-8%	4%	0.0%	8%	0.2%	4%	1.6%
COc1c(N2CCN(C(=S)NCc3ccccc3)C(C)C2)c(F)cc2c(=O)c(C(=O)O)cn(C3CC3)c12 (stereo not drawn)	3%	5.6	38	-6%	6%	-2.1%	11%	-0.2%	17%	5.0%
COc1ccccc1N(CC(=O)NC(C)(C)C)C(=O)Cn1nnc(-c2ccc(C)o2)n1	0%	2.0	54	-12%	6%	-0.1%	5%	-0.4%	-12%	1.9%
CC1CN(c2ccc(S(=O)(=O)N3CCOCC3)cn2)CC(C)O1 (stereo not drawn)	10%	-0.1	44	0%	5%	-0.1%	-4%	0.1%	2%	1.5%
CCOc1cc(/C=N/NC(=O)c2ccc(N(C)S(=O)(=O)c3ccccc3)cc2)ccc1OC	-2%	3.6	56	-9%	-4%	0.4%	-8%	1.3%	3%	19%
NC(=O)CCC1NC(=S)N(Cc2ccccc2)C1=O (stereo not drawn)	-6%	0.4	60	4%	-1%	3.1%	12%	1.0%	3%	-0.6%
CSCC[C@H](NC(=O)C1CCC(CNC(=O)[C@@H]2CCCN2C(=O)OC(C)(C)C)CC1)C(=O)O (stereo partly drawn)	-2%	2.3	84	-7%	0%	1.2%[50 µM]	-1%	-0.3%	6%	-0.3%
COc1ccc(S(=O)(=O)Nc2ccc3c(c2)CC(=O)N([C@H](C)CO)C[C@H](C)[C@H](CN(C)C(=O)Nc2ccc4c(c2)OCO4)O3)cc1	nt	1.1	59	-4%	9%	0.9%	nt	nt	nt	nt
O=S(=O)(NC(=S)c1ccccc1)c1ccccc1	nt	-1.2	60	-4%	-2%	-0.5%	16%	nt	nt	0.4%
CC(C)(C)c1cc(=O)n(-c2ccccc2)[nH]1	45%	nt	nt	2%	-5%	6.1%	26%	0.0%	2%	-0.2%
CN1C2CCC1/C(=C/c1cccn1C)C(=O)/C2=C\c1cccn1C	-3%	-1.9	61	25%	6%	-0.1%	9%	-1.1%	22%	0.3%
COc1ccc(N(CC(=O)Nc2cccc3ccccc23)S(C)(=O)=O)cc1	-1%	-0.8	67	-3%	-3%	-0.1%	-5%	-0.6%	6%	-0.3%	Dengue-2 NS5 capping pilot replicate=-0.3
O=C(CN1C(=O)C2C3C=CC(C3)C2C1=O)Nc1ccc(S(=O)(=O)Nc2nccs2)cc1 (stereo not drawn)	-4%	-0.1	65	-3%	11%	-0.6%[50 µM]	0%	0.1%	-4%	4.6%
O=C(COC(=O)CSc1ccc2ccccc2c1Br)NC1CC1	-2%	-0.6	101	-6%	9%	0.2%	2%	0.5%	18%	5.5%
CC(=O)c1ccc(N2CCN(C(=O)c3ccc4c(Cl)c5c(nc4c3)CCCC5)CC2)cc1	5%	nt	nt	nt	nt	nt	10%	-0.1%	19%	nt
